Tb PFK block = blocks T. brucei phosphofructokinase. T. brucei PFK, ADP-Glo luminescence. Potency, µM (series often up to 57.5 µM), without a hit: at the highest dose activity, negative = inhibition, actives largely listed as inhibitors. actives 0.17% (n = 330,000). AID 485367;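 note: potency is the fitted concentration of half-maximal effect; 0% = uninhibited 1x PFK enzyme wells and -100% = no-enzyme wells; nearly all actives have a fitted effect of over 60% in size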
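In TEA buffer at pH 8.0 with 5 mM MgCl2, enzyme (1.25 nM) converted F6P (0.5 mM) and ATP (0.1 mM) for 45 min at room temperature. ADP product was read by luciferase luminescence.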
FLuc counter = counter-screen for miR-21 project: firefly luciferase inhibitors or activators; actives 6.9% (n = 360,000); Potency, µM (doses to about 57.5 µM), for the others: at the top dose activity change, negative = inhibition, most hits filed as inhibitors; purified FLuc, Km substrates, luminescence inhibition; AID 588342; P08659;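 note: potency is the fitted concentration of half-maximal effect; plate controls were vehicle for no effect and reference inhibitor for full effect; nearly all actives have a fitted effect of over 55% in size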
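Biochemical qHTS of compounds, final roughly 60 µM downward over six points, against 10 nM purified firefly luciferase using Km concentrations of substrates (10 uM D-luciferin, 10 uM ATP) in Tris acetate pH 7.5 buffer; luminescence output.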
RORg inh = inhibitors of mouse ROR gamma transcriptional activity; Drosophila S2 Gal4-RORgamma UAS-luciferase reporter, 20 h; actives 5.4% (n = 310,000); Potency, µM (top dose mostly 53.6 µM), for the others: at the top dose activity change, negative = inhibition, hits mostly inhibitors; P51450; note: potency is the fitted concentration of half-maximal effect; % is set by controls: 0 for no effect and ±100 for the full control effect; nearly all actives have a fitted effect of over 60% in size
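Schneider cells (Drosophila), stable Gal4 DBD–ROR gamma + UAS-luc; 1 hr cmpd preincubation; Cu2+ induction 700 uM final; 20 hr ambient; luminescence.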
Gal4-VP16 FLuc = counter-screen for ROR gamma inhibitors: Gal4-VP16 reporter | Drosophila S2 Gal4-VP16 UAS-luciferase, luminescence, 20 h | Potency, µM (series often up to 53.6 µM), for the others: at the top dose activity, negative = inhibition, actives largely listed as inhibitors | actives 3.5% (n = 310,000) | AID 2546;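 note: Gal4-VP16 expression switched on by copper sulfate through the metallothionein promoter; potency is the fitted concentration of half-maximal effect; % is set by controls: 0 for no effect and ±100 for the full control effect; nearly all actives have a fitted effect of over 50% in size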
p53 reactivation = restores transcriptional activity of mutant p53; H1299 p53-A138V BP100-luciferase reporter, luminescence, 24 h; Potency, µM (highest dose often 92.2 µM), inactives show at the top dose activity change, positive = activation, most hits filed as activators; actives 0.063% (n = 320,000); note: potency is the fitted concentration of half-maximal effect; % of control where 0% means no effect; nearly all actives have a fitted effect of over 45% in size
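H1299 (p53-null), stable ts p53-A138V + BP100-Luc; 1000 cells/well, Opti-MEM/10% FBS; cpd 4 pt, 1:5; 24 h, 37 deg C, 5% CO2; detection reagent 10 min RT; luminescence.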
ELG1 genotox = genotoxicity induction in ELG1-luciferase HEK293T cells; HEK293T ELG1-luciferase reporter, luminescence, 16 h; Potency, µM (doses to about 46 µM), for the others: at the top dose activity change, positive = activation, actives largely listed as activators; actives 1.3% (n = 330,000); AID 504466; note: potency is the fitted concentration of half-maximal effect; % of control where 0% means no effect; nearly all actives have a fitted effect of over 60% in size
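After overnight (16 hr) compound treatment at 37 °C, ELG1-luciferase HEK293T cells were lysed with ONE-Glo; luminescence quantified 30 min later at room temperature.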
TRPV1 ag = agonists of human vanilloid receptor 1 (TRPV1) | Q8NER1 | AID 540275 | actives 0.19% (n = 320,000) | TRPV1-expressing cells, Fluo-8 calcium influx, agonist mode | activation, % at 8.33 µM; in the data active = activation above about 80%; inconclusive = between about 30% and that limit; note: 0% is about no effect
Target sequence (Q8NER1 whole entry, looked up): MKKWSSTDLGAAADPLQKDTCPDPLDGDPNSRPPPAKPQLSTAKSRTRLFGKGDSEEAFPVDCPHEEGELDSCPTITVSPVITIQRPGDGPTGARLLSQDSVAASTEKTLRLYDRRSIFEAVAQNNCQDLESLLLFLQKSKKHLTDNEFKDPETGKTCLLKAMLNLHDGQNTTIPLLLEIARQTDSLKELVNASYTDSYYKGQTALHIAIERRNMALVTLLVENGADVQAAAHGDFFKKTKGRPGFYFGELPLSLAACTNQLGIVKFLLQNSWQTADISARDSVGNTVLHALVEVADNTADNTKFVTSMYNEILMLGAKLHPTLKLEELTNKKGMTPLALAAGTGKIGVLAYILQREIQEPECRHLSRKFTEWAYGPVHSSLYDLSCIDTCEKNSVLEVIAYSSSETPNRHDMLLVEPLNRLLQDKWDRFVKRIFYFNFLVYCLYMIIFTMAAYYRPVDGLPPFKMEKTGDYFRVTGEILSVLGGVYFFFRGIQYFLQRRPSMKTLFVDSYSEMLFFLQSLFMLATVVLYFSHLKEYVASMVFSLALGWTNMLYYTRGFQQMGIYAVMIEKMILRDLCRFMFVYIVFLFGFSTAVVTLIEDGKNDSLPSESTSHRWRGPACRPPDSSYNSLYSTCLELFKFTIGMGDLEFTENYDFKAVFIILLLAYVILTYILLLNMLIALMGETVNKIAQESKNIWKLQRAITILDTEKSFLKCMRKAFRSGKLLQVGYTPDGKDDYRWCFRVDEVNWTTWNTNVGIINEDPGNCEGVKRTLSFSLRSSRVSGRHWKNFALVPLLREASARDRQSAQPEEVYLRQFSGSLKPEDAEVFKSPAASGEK
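Cells expressing TRPV1 were dye-loaded with Fluo-8 and read kinetically: 10 s baseline, 3 min after compound (agonist portion), then 2 min after EC20 capsaicin (allosteric enhancer portion). Calcium-bound dye fluorescence at 480/520 nm.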
Rab9 prom act = activators of Rab9 promoter; Huh7 Rab9 promoter-luciferase reporter, luminescence, 24 h; Potency, µM (series often up to 9.22 µM), inactives show top-dose activation, negative = inhibition, most hits filed as activators; actives 2.8% (n = 320,000); note: potency is the fitted concentration of half-maximal effect; % of control where 0% means no effect; nearly all actives have a fitted effect of over 60% in size
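Huh7 reporter line, Rab9 promoter upstream of luciferase. Compound exposure 24 h at 37 °C in reduced-serum medium with 10% FBS. Read-out: luminescence.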
NPC1 prom act = activates the NPC1 promoter. actives 2.4% (n = 320,000). Huh7 NPC1 promoter luciferase reporter, 24 h. AID 485313. Potency, µM (top dose mostly 9.22 µM), for the others: at the highest dose activation, most hits filed as activators;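 note: potency is the fitted concentration of half-maximal effect; % of control where 0% means no effect; nearly all actives have a fitted effect of over 60% in size; reporter is driven by a mutant NPC1 promoter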
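In 1536-well qHTS, Huh7 cells harboring an NPC1 promoter–luciferase construct received compound for 24 h; activation was quantified by luminescence following luciferase reagent addition.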
BRCA1 expr up = BRCA1 expression activation; MCF7-BRCA1-FFLuc reporter, luminescence, 48 h; response scale: scaled: vehicle 0%, 10 µM genistein 100%; Potency, µM (series often up to 46.1 µM), inactives show at the highest dose activation, most hits filed as activators; actives 1.1% (n = 380,000); note: potency is the fitted concentration of half-maximal effect; nearly all actives have a fitted effect of over 80% in size; some results filed as inactive show a strong effect at the top dose
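Quantitative HTS in MCF7 cells stably reporting BRCA1 expression via firefly luciferase. Compound treatment lasts 48 h at 37 °C in phenol-red free MEM. Activation is expressed relative to genistein at 10 microM and DMSO.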
ELG1 repair inh = ELG1-dependent DNA repair inhibition | actives 2.3% (n = 330,000) | HEK293T ELG1-luciferase reporter, luminescence, 16 h; DNA damage induced by 5-fluorouridine | Potency, µM (doses to about 46.1 µM), inactives show at the top dose activity change, negative = inhibition, actives largely listed as inhibitors; note: potency is the fitted concentration of half-maximal effect; % is set by controls: 0 for no effect and ±100 for the full control effect; nearly all actives have a fitted effect of over 55% in size
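Step one: seed 2,000 cells per well. Step two: pin-transfer compound or DMSO alongside 5-fluorouridine. Step three: incubate 16 hr, 37 °C, 5% CO2. Step four: add ONE-Glo, wait 30 min, read luminescence.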
* hit, by the source's call; ? = inconclusive; · = no result given. Unless noted, calls come from the whole dose curve; as a rule, active = well fitted curve in the direction sought with a large enough effect; inconclusive = small, poorly fitted or top-dose-only effect, or another doubt; inactive = no such curve, though single readings can be large; an effect the other way counts as inactive or inconclusive.

Compound | RORg inh | Gal4-VP16 FLuc | FLuc counter | Tb PFK block | ELG1 repair inh | Rab9 prom act | p53 reactivation | ELG1 genotox | NPC1 prom act | BRCA1 expr up | TRPV1 ag
CC1=C(C(N)=O)C(c2cccs2)NC(=S)N1 (configuration not stated) | -8% | 6% | -2% | 0% | 17% | 13% | 0% | -1% | 4% | 36% | 1
Cc1ccc(NCC(=O)N=Nc2c(O)n(C)c3ccccc23)cc1 | -2% | -14% | -18% | -6% | -14% | -10% | 1% | 0% | 5% | -12% | -2
CC(=O)c1c(C)[nH]c(C(=O)NCc2ccc(C)cc2)c1C | 24% | 4% | -1% | 4% | ? | 1% | 16% | 16% | 4% | -2% | 4
CC1Sc2ccc(S(=O)(=O)CCC(=O)N3CCCC3)cc2NC1=O (configuration not stated) | -16% | 7% | 0% | -1% | -4% | -3% | 23% | 0% | 2% | 8% | -4
O=C(NCCN1C(=O)S/C(=C\c2ccc(OC(F)F)cc2)C1=O)C1=COCCO1 | · | · | ? | 3% | -11% | -15% | 13% | 1% | -22% | -78% | 1
O=C(Nc1ccccc1)c1cc(S(=O)(=O)N2CCSCC2)ccc1Cl | ? | -1% | 0% | 0% | -30% | -1% | -3% | -6% | -5% | -1% | 12
COc1ccc(CCNC(C)=O)cc1 | -5% | 0% | 0% | 0% | 15% | -3% | 2% | -1% | 0% | 2% | 0
COc1cc2c(C#N)c(N3CCN(C)CC3)nc(N)c2c(N)n1 | -8% | -16% | ? | 0% | 3% | 8% | 4% | ? | -4% | · | 3
Nc1ccc2nc(-c3cccc(-c4nc5ccc(N)cc5[nH]4)n3)[nH]c2c1 | 10% | -27% | 9.5µM* | 3% | 2% | 3% | -4% | -4% | 1% | -32% | 3
CC(C)c1ccccc1OCC(O)CN1CCN(S(=O)(=O)c2ccc([N+](=O)[O-])cc2)CC1 (configuration not stated) | 42% | -17% | -1% | 1% | ? | 5% | 8% | -8% | -6% | -41% | 4
O=C(NCCOC(=O)c1ccc(C(=O)OCCNC(=O)c2cccnc2)s1)c1cccnc1 | -8% | 1% | -1% | 1% | 23% | -11% | 5% | 0% | -1% | 2% | 0
COc1ccc(NS(=O)(=O)c2cc(C)ccc2OC)cc1OC | 13% | -3% | 0% | -3% | ? | -3% | -2% | -1% | -4% | 0% | 2
Cc1ccc(S(=O)(=O)/C(=C\N(C)C)c2cnc(Cl)s2)cc1 | 0% | 1% | 2% | -3% | -3% | -8% | -3% | 1% | -5% | -10% | 13
CCCOc1ccc(S(=O)(=O)N2C(=O)CC(=O)N(Cc3ccc(OCC)cc3)C2=O)cc1 | 4% | -2% | 0% | -1% | 1% | -1% | 2% | -1% | -7% | 2% | ·
CC12CCC(=O)N1c1c(sc3nc(N4CCOCC4)c4c(c13)CCCC4)C(=O)N2 (configuration not stated) | -8% | -12% | 3% | -7% | ? | -2% | -4% | -13% | 0% | -28% | 7

Two entries picked at random from those above:
Compound | RORg inh | Gal4-VP16 FLuc | FLuc counter | Tb PFK block | ELG1 repair inh | Rab9 prom act | p53 reactivation | ELG1 genotox | NPC1 prom act | BRCA1 expr up | TRPV1 ag
COc1cc2c(C#N)c(N3CCN(C)CC3)nc(N)c2c(N)n1 | -8% | -16% | ? | 0% | 3% | 8% | 4% | ? | -4% | · | 3
CC1=C(C(N)=O)C(c2cccs2)NC(=S)N1 (configuration not stated) | -8% | 6% | -2% | 0% | 17% | 13% | 0% | -1% | 4% | 36% | 1

In a second layout: results already given.
Results follow in this order: RORg inh	Gal4-VP16 FLuc	FLuc counter	Tb PFK block	ELG1 repair inh	Rab9 prom act	p53 reactivation	ELG1 genotox	NPC1 prom act	BRCA1 expr up	TRPV1 ag
- Nc1ccc2nc(-c3cccc(-c4nc5ccc(N)cc5[nH]4)n3)[nH]c2c1
→ 10%	-27%	9.5µM*	3%	2%	3%	-4%	-4%	1%	-32%	3
- CC(C)c1ccccc1OCC(O)CN1CCN(S(=O)(=O)c2ccc([N+](=O)[O-])cc2)CC1 (configuration not stated)
→ 42%	-17%	-1%	1%	?	5%	8%	-8%	-6%	-41%	4
- O=C(NCCOC(=O)c1ccc(C(=O)OCCNC(=O)c2cccnc2)s1)c1cccnc1
→ -8%	1%	-1%	1%	23%	-11%	5%	0%	-1%	2%	0

Later entries:
Compound | RORg inh | Gal4-VP16 FLuc | FLuc counter | Tb PFK block | ELG1 repair inh | Rab9 prom act | p53 reactivation | ELG1 genotox | NPC1 prom act | BRCA1 expr up | TRPV1 ag
Cc1ccc(NC(=O)COC(=O)CCc2c(C)nc3ncnn3c2C)cc1C | · | · | · | 10% | 10% | · | 4% | 6% | · | -17% | ·
CCc1noc(C)c1C(=O)NC1CCCc2c1cnn2-c1cc(C)cc(C)c1 (configuration not stated) | -3% | -7% | -14% | -1% | ? | -1% | 19% | 9% | -2% | 17% | 12
O=C(ON=C1CCN(S(=O)(=O)c2ccccc2)CC1)c1ccccc1 | 0% | 4% | -19% | -2% | ? | -7% | -7% | 0% | -4% | -6% | ?
CNC(=O)c1ccccc1Sc1cccc2cccc(C(=O)O)c12 | -7% | 4% | 1% | 0% | 1% | -2% | 14% | 0% | 4% | -1% | -3
COc1ccc(N(CC(=O)O)S(=O)(=O)c2c(C)n[nH]c2C)cc1 | -3% | -7% | 0% | -4% | 24% | -2% | -2% | 3% | 1% | -6% | 2
COc1ccc(CCN2C(=O)CS/C2=N\NC(=O)c2ccc(C(C)(C)C)cc2)cc1OC | ? | -27% | ? | -4% | ? | -3% | 8% | -10% | -9% | -28% | 13
COc1ccc(OC)c(C(=O)CSc2nnc(Cc3cccs3)n2C)c1 | -4% | ? | 2% | 12% | 0% | 5% | -7% | -2% | 2% | 0% | -4
NS(=O)(=O)c1ccc(CCNC(=O)CNS(=O)(=O)c2cccc(Br)c2)cc1 | 5% | ? | -4% | 1% | -23% | 1% | -3% | -7% | -1% | 5% | -1
Cc1c(C(=O)OCC(=O)c2ccc3c(c2)OCCO3)oc2ccccc12 | 0% | 14% | 9.5µM* | 2% | ? | 22% | ? | 7% | 12% | 63% | 3
CON(C)S(=O)(=O)NC(=O)C1=C(N2CCCC2)COC1=O | · | · | -1% | 3% | 2% | -2% | -6% | 2% | 2% | 7% | 3
Nc1c(C(=O)CSc2nnc(Nc3ccc(F)cc3)s2)c(=O)[nH]c(=O)n1C1CC1 | · | · | -10% | -4% | -11% | -4% | 2% | -5% | -1% | 19% | -2
COc1ccc(C(=O)O/N=C(\C)c2nccs2)cc1 | 2% | -5% | 0.48µM* | -26% | 28% | 15% | 8% | 1% | -2% | 13% | -7
CCOc1ccc(C2=Nn3cnnc3SC2)cc1 | -14% | 4% | -14% | -4% | ? | 8% | ? | 6% | 9% | 29% | 8
CC(=O)N1c2ccccc2NC2=C(C(=O)CCC2)C1c1cccnc1 (configuration not stated) | -8% | 3% | 2% | 0% | -7% | -3% | 5% | 0% | -1% | 0% | 0
Cc1ccc(OCC(=O)Nc2ccc3oc(=O)ccc3c2)cc1 | 18% | 1% | -4% | -8% | 6% | -3% | 1% | 3% | -2% | 0% | ?
CC(C)Cn1c(-c2ccc(Cl)cc2)cnc1SCC(=O)N1CCOCC1 | -15% | 15% | 3% | 0% | 2% | -8% | -3% | 0% | -4% | -1% | ?
CCN(CC)C(=O)CSc1nc(-c2ccco2)cc(C(F)(F)F)c1C#N | ? | 1% | 1% | 14% | -6% | -4% | -4% | -1% | 0% | -27% | 9
COc1ccccc1-c1nc(S(=O)(=O)c2ccccc2)c(N2CCCCC2)o1 | 15% | 1% | 3% | 1% | 1% | -9% | 15% | -2% | 1% | 6% | 27
CC1CCN(S(=O)(=O)c2cc([N+](=O)[O-])ccc2Cl)CC1 | -12% | -22% | -1% | -7% | ? | 3% | 26% | -4% | -7% | -38% | -4
CN(C)c1ccc2c3c(cccc13)C(=O)N(c1ccccc1)C2=O | -8% | -3% | 7% | 0% | 13% | 3% | -2% | 5% | -6% | · | 2
Cc1cc(=O)oc2c1c(C(F)(F)F)nn2-c1ccccc1 | 8% | 2% | -1% | 1% | 13% | 3% | 3% | -5% | 3% | -2% | ·
CNCCCOc1cc(C)cc(C)c1C | -5% | -16% | -1% | -8% | 7% | 0% | -3% | -2% | -4% | 0% | 6
CCOC(=O)c1cnn(C)c1NC(=O)c1ccc(Cl)cc1Cl | -13% | -10% | 1% | 0% | 3% | 2% | 5% | 0% | 0% | -1% | 20
